PKA-R1A activ: activators of PKA-R1A complex | actives 0.083% (n = 340,000) | activation, % at 11.4 µM | PKA-R1A dissociation, Cy5-IP20 fluorescence polarization; scaled: DMSO 0%, 113 µM cGMP 100%;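 active = percent activation above the mean of all tested compounds plus 3 SD, cut at about 19% in these data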;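 note: higher means more PKAc released from R1A so a rise in polarization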
AddAB inh: less growth of phage-infected E. coli with AddAB | E. coli expressing H. pylori AddAB, absorbance growth | inhibition, % at 11.9 µM | actives 0.29% (n = 330,000) | AID 435030; in the data active = inhibition above about 12%;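 note: 0% = vehicle wells of infected cells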
PfHsp90 set2: growth inhibition of yeast expressing Plasmodium Hsp90. S. cerevisiae expressing PfHsp90, BacTiter-Glo ATP, 48 h; yeast lacking PDR1 and PDR3 efflux regulators. actives 0.32% (n = 310,000). inhibition, % at 9.4 µM;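 active = every replicate shows inhibition above about 80%, whatever the replicate mean, limit read from the data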;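 note: 0% = DMSO neutral controls and 100% = 20 µM radicicol positive controls; yeast relying on Plasmodium falciparum Hsp90 in place of its own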
OPRM1-OPRD1 ag: agonists of human mu-delta opioid receptor heterodimerization; AID 504326; actives 0.3% (n = 340,000); activation, % at 9.3 µM; cells, OPRM1-OPRD1 heterodimerization, luminescence; P35372+P41143; in the data active = activation above about 18%;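 note: 0% = vehicle-treated cells and 100% = reference agonist; values of inactives mirror those of a sister screen read the other way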
HTR5A ag: counter-screen for OPRM1-OPRD1 agonists: human HTR5A agonism; actives 0.61% (n = 340,000); AID 504692; P47898; activation, % at 9.3 µM; HTR5A agonist assay, luminescence, cell-based; in the data active = activation mostly above about 9.5%, no sharp cut-off; inactive = mostly below about 7.6%;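 note: 0% = cells with vehicle only and 100% = reference agonist; strong numbers were not always called active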
Target sequence (P47898 whole entry, looked up): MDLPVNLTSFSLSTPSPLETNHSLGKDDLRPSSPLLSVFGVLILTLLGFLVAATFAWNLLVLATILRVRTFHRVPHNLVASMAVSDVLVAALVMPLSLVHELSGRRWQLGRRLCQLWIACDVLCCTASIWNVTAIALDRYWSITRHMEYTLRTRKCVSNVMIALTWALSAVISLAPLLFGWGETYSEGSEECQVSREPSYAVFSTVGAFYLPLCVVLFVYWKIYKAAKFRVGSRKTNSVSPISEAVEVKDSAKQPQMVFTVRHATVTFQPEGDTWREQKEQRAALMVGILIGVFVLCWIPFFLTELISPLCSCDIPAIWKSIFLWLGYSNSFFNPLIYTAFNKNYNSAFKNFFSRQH
E coli growth: bacterial growth inhibition, counter-screen for AddAB inhibitors. AID 449728. actives 0.27% (n = 330,000). E. coli V3065 growth, OD600 absorbance, 18 h. inhibition, % at 11.9 µM;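 active = inhibition above the campaign's mean inhibition across all tested compounds plus 3 SD, cut at about 9.9% in these data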;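 note: uninfected addAB+ strain grown without phage in ampicillin broth; 0% = DMSO wells and 100% = ciprofloxacin 0.95 µg/ml wells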
phage Ecoli inh: E. coli growth loss with phage present. growth absorbance. inhibition, % at 11.9 µM. actives 0.26% (n = 360,000); in the data active = inhibition above about 11%
SUMO Mot1 rescue: blocks SUMOylation pathway, rescuing yeast Mot1-301 growth; actives 1% (n = 320,000); S. cerevisiae Mot1-301 growth rescue, ATP luminescence, 38.5C; percent above DMSO median, 100 means doubled; growth rescue, % at 18.8 µM; AID 2716;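 active = every valid replicate shows activation above 250% relative to neutral control wells; inactive = the rest, any valid replicate at or below 250%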;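 note: OY570 slx delta 5 strain wells were the positive control but not used for scaling; some compounds called inactive have numbers as strong as hits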
Pemphigus Ab inh: human desmoglein-3 autoantibody binding inhibition; P32926; DSG3-coupled beads, scFv-anti-DSG3-GFP binding, flow cytometry; hits give low values; binding (percent of control), % at 10 µM; actives 0.48% (n = 310,000);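 active = binding more than 3 SD below its plate's average and above zero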;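 note: hits lower antibody fragment binding to DSG3; some compounds called inactive have numbers as strong as hits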
MOR-DOR inv ag: mu-delta opioid heterodimer inverse agonism; P35372+P41143; cell-based MOR-DOR heterodimer luminescence; inhibition, % at 9.3 µM; actives 0.21% (n = 340,000); AID 504357; in the data active = inhibition above about 22%, passing the limit was not always enough;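 note: 0% = cells with DMSO and 100% = wells without cells with DMSO; values of inactives mirror those of a sister screen read the other way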
HTR5A inv ag: inverse agonist of human HTR5A in OPRM1-OPRD1 counter-screen. P47898. HTR5A cell line, luminescence, inverse agonism. inhibition, % at 9.3 µM. actives 0.083% (n = 340,000). AID 504634; in the data active = inhibition mostly above about 23%, no sharp cut-off; inactive = mostly below about 18%;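 note: 0% = cells with DMSO and 100% = no-cell wells with DMSO; some compounds called inactive have numbers as strong as hits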
* hit, by the source's call; nt = not tested or not shown. Compounds were not picked by outcome; 3.2% or so of the library scored in one or more.

SMILES	PKA-R1A activ	AddAB inh	PfHsp90 set2	OPRM1-OPRD1 ag	HTR5A ag	E coli growth	phage Ecoli inh	SUMO Mot1 rescue	Pemphigus Ab inh	MOR-DOR inv ag	HTR5A inv ag
Cc1ccc(-c2nnn(CC(=O)N(CC3CCCO3)C(C(=O)NC3CCCCC3)c3ccc(F)cc3)n2)o1 (configuration not stated)	-11	1.4	-15	-3.4	-3	-1.3	-0.4	-19	112	18	9
Nc1nccc(SCc2ccc(Cl)cc2Cl)n1	6	nt	-8	3.8	-3	nt	0.7	nt	115	-18	13
Cc1cccc(NC(=O)c2ccc([N+](=O)[O-])s2)n1	-5	9.2	3	5.8	3	7.0	5.8	-12	95	-30	-10
COc1ccccc1C1=NOC(Cn2c(NCCCO)nc3c2c(=O)n(C)c(=O)n3C)C1 (configuration not stated)	7	5.3	21	-2.6	-7	0.8	-0.9	-7	103	13	12
COc1ccc(NC(=O)COC(=O)CCNC(=O)c2ccco2)cc1Cl	3	0.8	7	-0.5	4	2.1	6.6	-30	nt	2	-9
CC(C)(C)n1nnnc1C(c1cccc(C#N)c1)N1CCCc2ccccc21 (configuration not stated)	4	-0.6	4	-1.4	-8	-0.4	1.0	-10	111	8	20
O=C(CCN1C(=O)/C(=C/c2ccccc2F)SC1=S)NCCCN1CCOCC1	-9	5.2	-13	-0.1	13*	-1.6	1.2	-3	nt	1	-5
CN1CCN(Cc2cc(COCc3ccccc3)c3cccnc3c2O)CC1	1	8.1	18	-3.5	14	-0.5	6.8	-13	100	19	17
Cc1ccc(C(=O)COc2ccccc2-c2ccccc2)cc1	-4	1.0	25	4.9	0	0.7	5.1	-12	nt	-26	-3
CN(C)/C=N/c1nc(-c2ccc3ccccc3c2)cs1	5	-0.4	-71	-2.8	7	-1.4	4.1	4	124	13	-24
O=C(C1CCN(S(=O)(=O)N2CCC3(CC2)OCCO3)CC1)N1CCOCC1	4	3.6	5	2.1	-7	-0.6	-0.3	321	94	-12	17
CC(=O)Nc1ccc(SCC(=O)Nc2ccccc2Oc2ccccc2)cc1	-10	0.5	-7	-0.9	-1	-0.1	1.3	-4	88	5	7
CSCc1ccc(C(=O)NCc2ccccc2)cc1	-7	0.7	-11	-0.9	4	4.0	4.0	50	100	6	19
Cc1ccc(C)c(NC(=O)C2CC(O)CN2C(=O)OC(C)(C)C)c1 (configuration not stated)	-2	-0.8	-4	-2.4	3	-0.1	1.4	9	107	14	-7
COc1ccc(/C=C(\NC(=O)c2ccccc2)C(=O)N2CCC(C)CC2)cc1	-10	nt	-15	-1.2	6	nt	4.8	nt	99	8	2
O=[N+]([O-])c1cccc(NC(=S)N2CCCC2)c1	0	nt	-10	-2.1	2	nt	-1.2	133	117	12	-6
Cc1ccc(NC(=O)CSc2nnc(Cn3c(=O)sc4ccccc43)n2C)cc1	2	1.4	13	-2.0	-2	-3.6	0.3	-2	111	10	5
Cc1cccn2c(=O)c3cc(S(=O)(=O)c4ccc(F)cc4)c(=N)n(Cc4ccco4)c3nc12	-6	1.0	-1	-0.7	0	1.6	-0.1	-11	106	4	11
COc1ccc(-n2nnc3c(=O)n(CC(=O)Nc4cc(C)on4)cnc32)cc1	4	0.9	29	-2.8	-1	-3.4	6.4	-2	80	17	-8
OC1CCCN(c2c3c(nc4cc(-c5cccc(Cl)c5)nn24)CCC3)C1 (configuration not stated)	-6	0.8	-16	-0.8	2	0.4	0.3	68	108	5	19

2 compounds from above with just Pemphigus Ab inh.
Molecule	Pemphigus Ab inh
Cc1cccn2c(=O)c3cc(S(=O)(=O)c4ccc(F)cc4)c(=N)n(Cc4ccco4)c3nc12	106
COc1ccc(-n2nnc3c(=O)n(CC(=O)Nc4cc(C)on4)cnc32)cc1	80

Next results.
SMILES	PKA-R1A activ	AddAB inh	PfHsp90 set2	OPRM1-OPRD1 ag	HTR5A ag	E coli growth	phage Ecoli inh	SUMO Mot1 rescue	Pemphigus Ab inh	MOR-DOR inv ag	HTR5A inv ag
C=CCN(c1ccccc1)S(=O)(=O)c1cc2c(cc1C)N(C)CCO2	-2	-1.8	-9	-1.1	5	1.6	1.5	23	106	6	-15
O=[N+]([O-])c1ccc(Cl)cc1N1CCOCC1	-11	0.0	-16	1.0	9	3.4	4.8	-13	112	-6	-3
COc1ccc(CCN2CC(C(=O)Nc3nnc(Cc4ccccc4)s3)CC2=O)cc1OC (configuration not stated)	-3	2.9	19	-1.1	-1	3.2	2.3	88	98	6	2
COc1ccc(OC)c(NC(=O)CSc2ccc3nnc(-c4ccccn4)n3n2)c1	-1	1.3	5	-2.6	1	0.7	1.8	4	nt	14	10
Cc1c(-c2ccccc2)sc2nc[nH]c(=S)c12	-4	0.8	-11	-1.5	2	-0.6	0.2	87	nt	7	10
COc1ccc(N2CCN(c3cc(C)c4cccc(C)c4n3)CC2)cc1	-5	2.7	-3	-1.4	0	0.8	1.1	-2	nt	7	34
O=C(N/N=C\c1ccc(CNS(=O)(=O)c2ccccc2)o1)C(=O)Nc1ccc(F)cc1	-6	2.0	9	0.1	-1	-1.2	3.3	-4	104	0	17
CC(=O)N(Cc1ccc(F)cc1)C1=C(NCc2ccccc2)C(=O)c2ccccc2C1=O	-11	nt	1	11	-3	nt	nt	nt	nt	-62	14
S=C(NCCc1ccc(Cl)cc1)NCc1ccco1	0	0.5	-1	-1.3	4	-0.2	3.9	0	106	7	-13
CCOCCCNC(C(=O)Nc1ccc(OC)c(Cl)c1)c1ccccc1 (configuration not stated)	-6	4.2	3	3.4	6	3.4	3.2	nt	107	-18	31
CN(/N=C/c1cc(Cl)ccc1O)C1=NS(=O)(=O)c2ccccc21	-4	0.5	2	-0.7	3	-0.6	1.9	8	100	3	-10
COc1ccc(-c2cc3n(n2)CCc2nc4ccccc4n2-3)cc1	-5	0.0	-8	-0.9	11	-0.6	2.0	19	nt	5	-25
O=C(c1cc2ccccc2o1)N1CC=C(c2ccccc2)CC1	-3	0.2	6	6.1	4	-2.0	1.6	-4	108	-32	-5
COc1cc(NC(=O)C2CCN(S(=O)(=O)c3ccc(N4CCCC4=O)cc3)CC2)cc(OC)c1	-3	0.8	-21	-0.4	0	-1.4	0.6	0	91	2	-6
O=C(c1cc(F)c(F)cc1Cl)N1CCN(CCc2ccccc2)CC1	-4	1.3	8	-1.9	-4	0.2	-3.0	-10	90	9	16
O=C1CC[C@H](N2C(=O)c3ccccc3C2=O)C(=O)N1	7	-2.4	17	-0.7	3	-3.4	3.2	557	97	4	-37
Cc1nc2ccc(Br)cc2c2c1CC(CBr)O2 (configuration not stated)	5	1.5	-13	-0.7	-6	-0.1	3.6	-29	120	4	22
O=C(CN1CCCC1)Nc1ccc(Oc2ccc(NC(=O)CN3CCCC3)cc2)cc1	-9	0.6	-54	3.7	10	-1.6	3.9	-37	nt	-23	-10
CC(C)c1ccccc1NC(=O)C1CCCN(C(=O)c2ccc(Cl)cc2)C1 (configuration not stated)	4	nt	-54	-2.8	-2	nt	0.7	nt	107	15	5
C/C=C(\C)C(=O)NCCN1C2=NC[C@@H](Cc3ccccc3)N2C[C@H]1Cc1ccc(O)cc1	-14	-2.9	-11	-1.6	15	-0.3	2.0	-10	100	10	-45
CC(C)C(=O)Nc1csc(C(F)(F)F)c1-c1ccccc1	-8	2.8	-19	-0.4	1	1.6	3.5	-1	103	2	-3
O=C(Nc1ccccc1Cl)NC1(C(=O)NCC2CCCO2)CCCCC1 (configuration not stated)	0	2.9	-43	-0.2	-2	0.4	1.4	108	nt	2	6
CCOC(=O)c1ccc(NC(=O)c2c(N)n(C)c(=O)[nH]c2=O)cc1	1	0.0	17	-1.0	4	-1.7	2.8	-7	97	6	-8
CCN(CC)CCNC(=O)c1c(O)c2cc(OC)c(OC)cc2[nH]c1=O	1	-0.7	5	-1.4	-2	-2.0	-2.4	-3	99	7	2
CCOc1ccc(-n2nc(C(=O)NCCOC)c3ccccc3c2=O)cc1	-11	1.9	-38	-1.9	2	2.1	3.0	10	101	8	-13
COc1cccc(CC(=O)Nc2cccc3ccccc23)c1	2	1.9	3	-0.7	0	-0.3	1.4	-4	nt	4	-1
Cc1cc(OC(=O)c2ccc(Cl)cc2Cl)nc(C)n1	5	1.0	14	-0.7	2	-0.3	1.6	-3	100	3	-4
CC(Oc1ccc2c3c(c(=O)oc2c1)CCCC3)C(=O)NCCCn1ccnc1 (configuration not stated)	4	2.0	-45	-3.8	1	-4.2	6.0	4	101	20	9
CCOC(=O)C(CC)(CC)/C(C)=N/NC(=O)CC#N	-5	-2.5	-7	-0.1	1	-1.1	3.2	242	96	0	7
CCOC(=O)N1CCN(Cc2nc3c(c(=O)n(C)c(=O)n3C)n2Cc2cccc(C)c2)CC1	3	4.5	-16	-2.7	2	-1.3	0.3	14	nt	13	-5
CCOC(=O)CCCc1ccc(/C(C)=N/NC(=S)NC)cc1	-12	0.7	22	2.2	1	-1.6	-0.1	-26	121	-12	-3
Cc1cccc(NS(=O)(=O)c2cccc(C(=O)NNC(=O)c3ccccc3O)c2)c1	5	1.6	-1	-1.2	0	1.8	5.2	7	97	6	0
CCc1cc2c(=O)n(-c3ccccc3)c(SCC(N)=O)nc2s1	1	1.8	-4	-0.6	3	1.5	1.6	4	101	3	-12
COc1cc(/C=N/NC(=O)COc2ccc(-n3cnnn3)cc2)ccc1OCC(N)=O	0	1.9	2	-1.7	9	0.6	-1.4	-10	105	9	-3
N#Cc1cc(NC2CCCC2)c([N+](=O)[O-])cc1C#N	4	2.0	-36	3.6	3	-1.9	4.8	-8	86	-18	-1
CC1CCCCC1NC(=O)COC(=O)c1c2c(nc3ccccc13)/C(=C\c1ccco1)CC2 (configuration not stated)	-8	nt	-1	-0.3	4	nt	-2.4	nt	115	2	-18
Cc1cc(F)ccc1NC(=O)C1CCCO1 (configuration not stated)	-4	-0.3	nt	-2.9	1	0.4	2.0	4	114	14	-4
CC1(C)Oc2ccc(C(=O)N/N=C/c3ccc(O)cc3)cc2NC1=O	-4	1.4	-8	-2.3	3	1.8	2.3	-15	97	15	-10
COc1ccc(C(=O)COC(=O)c2cccnc2SC)cc1	-2	2.8	-1	-1.1	2	0.8	4.5	11	100	5	-5
Cc1ccc(C(=O)Nc2nc(-c3cc(Cl)sc3Cl)cs2)cc1	-8	-0.2	nt	4.4	-1	-2.1	1.4	3	nt	-22	2
CCCCN(C(=O)CNC(=O)c1ccco1)C(C(=O)NC1CCCCC1)c1ccc(OC)cc1OC (configuration not stated)	2	-0.5	1	-3.1	6	-2.0	1.9	58	88	19	17
Cc1oc(-c2ccc(Cl)cc2)cc1C(=O)NC1CCN(Cc2ccccc2)CC1	nt	0.8	nt	nt	nt	0.3	1.6	6	109	nt	nt
CC(C)N(Cc1ccccc1)S(=O)(=O)c1cccs1	2	2.3	-6	-2.7	-3	-2.6	3.7	15	102	13	11
Cc1ccc(C(=O)O/N=C/c2ccc(N(C)C)cc2)cc1	-10	0.8	5	-0.8	-1	2.6	1.2	-17	nt	4	3
CSc1cc(-c2ccncc2)nc(-c2ccc(Cl)cc2)c1	-11	-0.7	-11	-0.3	0	0.4	1.4	9	100	1	-1

Screening results (PubChem BioAssay)
